Bioassay records (PubChem BioAssay)
esBAF inh: Bmi1 luciferase reporter increase in mESCs, primary screen, esBAF inhibitor project, mouse ES cells, Bmi1 luciferase knock-in, single point; 24 h; 100% = twice the neutral-well signal; 2% of 350,000 active; AID 602393, 2012; reporter increase, % at 12.5 µM; in the data active = activation above about 40%;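 also: 0% = median of the plate's neutral control wells and 100% = double that signal; a rise in the Bmi1 reporter signal indicates esBAF inhibition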
E-sel inducer: E-selectin induction in HUVECs, primary screen, imaging, HUVEC, immunofluorescence imaging, single point | P16581 | normalized: neutral wells 0, TNF-alpha wells 100 | activation, % at 7.58 µM | 0.37% of 260,000 active | AID 686992, 2013;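 active = mean E-selectin-positive cell signal at least 10% of the positive control, reached in at least 60% of replicates, without over 20% cell loss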;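 also: in these data hits start at about 27%; measured in HUVEC primary endothelial cells; signal is the percent of cells scored E-selectin positive by PE staining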
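System: HUVEC, human umbilical vein endothelial cells; quantity: 3,000 cells/well; buffer or medium: EGM-2 medium, gelatin-coated wells; dosing: single-point compound dose; detection: immunofluorescence imaging; evaluation: % PE-positive cells; benchmarks: TNF-alpha, DMSO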
RAD54 branch: inhibitors of human RAD54 branch migration, primary screen, biochemical, fluorescence, single point | RAD54 Holliday junction branch migration, FAM/BHQ fluorescence | DNA repair and recombination protein RAD54-like (Homo sapiens), Q92698 | 0.14% of 360,000 active | inhibition, % at 10.4 µM;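 active = mean normalized replicate activity at least 40 and at least half of replicates scoring 40 or more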;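 also: 0% = median of neutral control wells and 100% = median of positive control wells; inhibitors cause a drop in the FAM fluorescence signal; in these data hits start at about 50%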
RAD52 inh: RAD52 DNA annealing inhibitors, primary screen, biochemical, FRET, single point, set 2. AID 651710, 2012. 0.46% of 360,000 active. DNA repair protein RAD52 homolog (Homo sapiens), P43351. recombinant RAD52 DNA annealing, FRET fluorescence. inhibition, % at 18.7 µM;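 active = every replicate showing at least 50% inhibition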
PglD inh: C. jejuni PglD acetyltransferase inhibitors, primary screen, biochemical, DTNB colorimetric, single point. inhibition, % at 12.5 µM. 0.098% of 360,000 active. purified PglD enzyme, DTNB colorimetric CoA detection; in the data active = inhibition above about 16%, passing the limit was not always enough; also: strong numbers were not always called active
CASP6 VEID inh: human caspase-6 inhibitors, primary screen, biochemical, VEID-R110 fluorescence, single point, set 2 | P55212 | 0.53% of 350,000 active | inhibition, % at 12.5 µM | purified caspase-6, Z-VEID-R110 cleavage fluorescence;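 active = mean inhibition across replicates at least about 35%, with every replicate also reaching that limit, limit read from the data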;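 also: 0% = median of neutral control wells and 100% = no fluorescence left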
Target sequence (P55212 24-179 limits assumed): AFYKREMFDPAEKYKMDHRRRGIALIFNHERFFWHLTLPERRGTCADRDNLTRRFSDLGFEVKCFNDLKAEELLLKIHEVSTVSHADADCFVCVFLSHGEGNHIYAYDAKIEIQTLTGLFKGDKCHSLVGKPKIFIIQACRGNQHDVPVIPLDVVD
Target sequence (P55212 194-293 limits assumed): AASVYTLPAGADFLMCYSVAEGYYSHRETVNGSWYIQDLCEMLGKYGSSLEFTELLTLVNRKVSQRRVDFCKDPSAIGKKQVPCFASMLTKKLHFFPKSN
ARNT-TACC3 inh: disruptors of ARNT/TACC3 protein interaction, primary screen, biochemical, AlphaScreen, single concentration; AID 623870, 2012; 0.66% of 390,000 active; AlphaScreen His-ARNT PAS-B/GST-TACC3 binding, luminescence; TACC3 fragment carries E629A point mutation; Transforming acidic coiled-coil-containing protein 3 (Homo sapiens), Q9Y6A5; inhibition, % at 9.99 µM;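 active = mean inhibition of replicates at least 50% and at least half of replicates each reaching 50%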;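 also: 0% = complete ARNT plus TACC3 wells and 100% = ARNT alone without TACC3; many hits fall short of the cut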
ERp5 inh: inhibitors of ERp5-driven insulin aggregation, primary screen, biochemical, turbidity, absorbance 650 nm, single point. Protein disulfide-isomerase A6 (Homo sapiens), Q15084. 90 min. inhibition, % at 9.99 µM. 0.05% of 350,000 active;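 active = mean replicate inhibition above about 25%, with every replicate also reaching it, limit read from the data, passing the limit was not always enough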
Target sequence (Q15084 whole entry, looked up): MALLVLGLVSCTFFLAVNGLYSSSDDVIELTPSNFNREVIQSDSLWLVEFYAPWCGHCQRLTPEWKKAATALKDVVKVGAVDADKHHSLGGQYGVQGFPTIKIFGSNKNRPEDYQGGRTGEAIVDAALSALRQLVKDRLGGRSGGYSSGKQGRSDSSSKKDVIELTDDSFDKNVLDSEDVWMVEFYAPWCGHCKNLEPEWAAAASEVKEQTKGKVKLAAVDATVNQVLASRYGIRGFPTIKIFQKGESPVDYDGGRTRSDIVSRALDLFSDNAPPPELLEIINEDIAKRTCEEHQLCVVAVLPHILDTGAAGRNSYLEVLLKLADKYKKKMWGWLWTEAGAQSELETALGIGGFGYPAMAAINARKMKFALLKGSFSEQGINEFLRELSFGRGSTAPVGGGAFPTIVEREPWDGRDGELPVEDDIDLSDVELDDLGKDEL
An asterisk follows results filed as active; · = not tested or not shown. Compounds were not picked by outcome; overall some 3.2% were active at least once.

Results follow in this order: esBAF inh, E-sel inducer, RAD54 branch, RAD52 inh, PglD inh, CASP6 VEID inh, ARNT-TACC3 inh, ERp5 inh
Cc1ccc(/C=c2\sc3nc(-c4cccnc4)nn3c2=O)cc1
    21, ·, -4, ·, -3, ·, -1, ·
Cc1cc(C)c2c(CCl)cc(=O)oc2c1
    -1, 0.1, 4, -17, 4, 3, -19, -5
CCOc1ccc(Nc2cc3n(c(=O)n2)CCc2cc(OC)c(OC)cc2-3)cc1
    -4, 0.0, 15, -1, -5, 8, 43*, 1
C[C@@H]1CN([C@@H](C)CO)C(=O)c2cc(-c3cncnc3)cnc2O[C@@H]1CN(C)C(=O)CN1CCOCC1
    7, 0.5, -12, -7, -2, -1, -5, -6
CCCc1cc(=O)[nH]c(SCc2ccc(Cl)cc2)n1
    -10, ·, -13, ·, 1, ·, -4, ·
CCOC(=O)C1(C)CCN1C(=O)c1ccc(Cl)nc1 (centres undefined)
    -3, -0.8, 9, -47, 12, -1, ·, -1
CC(=O)Nc1cccc(OCC(=O)Nc2ccccc2)c1
    45*, ·, -3, ·, 3, ·, 1, ·
CC=Cc1ccc2n(c1=O)C[C@@H]1[C@@H](CO)[C@H](C(=O)NCC3CCCCC3)N(C(=O)CC)[C@H]21 (mixture of isomers)
    -2, 0.3, -5, -2, -2, ·, ·, ·
CCCn1c2ccc(C)cc2c2nnc(SCCN3CCCCC3)nc21
    11, 0.0, -11, 11, 3, -5, 3, -1
CCCCS(=O)(=O)N1CCCC(C(=O)Oc2ccccc2)C1 (centres undefined)
    -4, 0.1, 6, -13, 4, 0, -2, 0
Cc1noc(C)c1NC(=O)N(C)C[C@H]1OCc2ccccc2-c2ccccc2C(=O)N([C@@H](C)CO)C[C@@H]1C
    1, 2.9, 1, 5, 2, -1, -12, -3
CN(C)/C=N/c1sc2c(c1C#N)CCCCC2
    54*, 0.1, -9, -15, 0, 3, 10, -2
O=C(NC1CC1)c1ccccc1NC(=O)c1ccccc1OC(F)F
    -3, ·, -6, -24, -3, -2, ·, 7
COc1ccc(-c2c(-c3cc(OC)cc(OC)c3)n(C)c3ccc(-c4cnc(N)nc4)cc23)cc1
    0, 0.0, 3, -13, -8, -1, 0, -1
COc1ccccc1CN1C[C@@H]2C[C@@H](c3ccccc3OC)N3CCC[C@@]23C1=O
    ·, -0.7, -8, -60, 6, 0, 0, 5
O=C(C1CC1)N1CCN(c2ccc([N+](=O)[O-])cc2-n2cccc2)CC1
    ·, 5.9, ·, -9, ·, 3, 3, -2
C[C@H](CO)N1C[C@H](C)[C@@H](CN(C)C(=O)c2ccccc2F)Oc2ncc(C#Cc3ccc(F)cc3)cc2C1=O
    -3, 0.1, 2, 16, -2, -1, 10, 7
c1ccc(CCc2nc(-c3ccccc3)no2)cc1
    46*, ·, -1, ·, -11, ·, -8, ·
CC(C)C(c1nnnn1CC1CCCO1)N1CCN(C2CCCC2)CC1 (centres undefined)
    -7, ·, -15, ·, 9, ·, -11, ·
CCSc1nncn1/N=C/c1ccc(OC)c(OC)c1
    18, ·, -2, ·, 1, ·, 5, ·
C[C@H](CO)N1C[C@H](C)[C@H](CN(C)Cc2ccc(Cl)c(Cl)c2)Oc2c(NC(=O)Nc3ccc(F)cc3)cccc2C1=O
    0, -0.2, -4, 3, -3, 1, 12, 7
CN1CCCCN2[C@H](CO)[C@@H](c3ccc(Br)cc3)[C@@H]2C1
    0, -0.2, 1, -14, -4, 0, -4, -2
OC1C2CCC(C2)C1CN1CCOCC1 (centres undefined)
    -7, -0.2, -2, -6, 0, -3, 4, 1
C[C@H](CO)N1C[C@H](C)[C@H](CN(C)C(=O)Nc2cccc3ccccc23)Oc2ccc(NC(=O)Nc3ccccc3)cc2C1=O
    6, -0.1, -2, -3, -2, 1, 0, 3
Cc1ccc(C(=O)Oc2cc(C)n(C)c(=O)c2)cc1
    4, ·, -8, ·, 5, ·, 22, ·
NC(=O)N1CC(O)CC1C(=O)Nc1ccc(Cl)c(Cl)c1 (centres undefined)
    -14, ·, 0, ·, 1, ·, 4, ·
C/C(=N\Nc1nc(C)cc(=O)[nH]1)C1CC1
    ·, -7.4, -3, -11, -1, 1, 5, 1
COC(=O)c1cc(OC)c(OC)cc1NC(=O)Cc1ccccc1[N+](=O)[O-]
    -8, ·, -19, ·, -1, ·, 4, ·
CCn1c(COc2ccccc2)nnc1SCc1ccc(C#N)cc1
    -7, ·, 3, ·, 0, ·, -25, ·
CCn1c2ccccc2n2c(=O)c(=O)n(CC(=O)Nc3ccc(C(C)C)cc3)nc12
    ·, -0.6, 12, ·, 6, ·, -6, ·
Cc1nc2c(c(C)nn2-c2ccccc2)c(C)c1CCC(=O)Nc1ccc(CN2CCCC2)cc1
    -1, 4.8, 15, 3, 0, 1, 8, 6
Cc1ccc(C)c(N2N=C(C(=O)OCC(=O)N(C)c3ccccc3)CCC2=O)c1
    -4, 0.1, -4, -13, -5, 3, -3, 1
CC(C)c1cc(Cn2c3ccccc3c(=O)n2C(C)C)on1
    3, 6.2, 1, -17, 1, -1, ·, 2
CC(C)Nc1nc(SCC(=O)Nc2ccccc2)nc(N2CCOCC2)n1
    -5, ·, -18, ·, 4, ·, -6, ·
CS(=O)(=O)N(CC1CCC1)C[C@H]1N[C@@H](CO)[C@H]1c1ccccc1
    -3, 0.0, -1, ·, 0, ·, -1, ·
CC(=O)Nc1cc2c(cc1C(=O)C(C)C)OCCO2
    -12, ·, 6, ·, 0, ·, -8, ·
COc1ccc(NC(=O)c2cc(-c3cc(Cl)ccc3C)n[nH]2)c(OC)c1
    -10, ·, -3, -2, 3, 0, ·, 9
CC(C)CC#Cc1cnc2c(c1)C(=O)N([C@@H](C)CO)C[C@@H](C)[C@H](CN(C)C(=O)NC1CCCC1)O2
    5, 0.1, -4, 1, 5, 19, 5, 12
C[C@@H]1CCCCO[C@@H](CN(C)Cc2ccccc2)[C@H](C)CN([C@H](C)CO)C(=O)c2cc(NC(=O)Nc3cccc4ccccc34)ccc2O1
    -3, ·, -10, -8, 0, 0, 20, 1
O=C(NNC(=O)c1ccc(Br)s1)c1ccc(F)c(S(=O)(=O)N2CCOCC2)c1
    -20, ·, 12, -9, -4, 2, 7, -11
CC1(C(=O)NCc2cccs2)Cc2c(-c3ccc(C(N)=O)cc3)ccnc2O1 (centres undefined)
    -1, -0.2, -3, -16, 0, 3, ·, -7
COc1ccc(OCc2cnc(Cl)s2)cc1
    29, ·, -4, ·, -1, ·, 0, ·
CC(C)(C)OC(=O)N1CC(O)CC1C(=O)OCC(=O)c1ccc(Cl)cc1 (centres undefined)
    7, ·, -1, ·, -3, ·, -10, ·
CCNC(=O)C[C@H]1CC[C@H]2[C@H](COc3ccc(NC(=O)Nc4ccc(C)cc4)cc3C(=O)N2C)O1
    1, 1.1, 4, -1, 4, -1, 0, -1
CCC(C)[C@H](NC(=O)c1cc2cc(Cl)ccc2n1C)C(=O)N1CCC[C@H]1C(=O)O (some centres undefined)
    4, ·, -10, 0, -3, -1, 8, 0

One compound at a time, from the list above.
CCSc1nncn1/N=C/c1ccc(OC)c(OC)c1 reads esBAF inh: 18; E-sel inducer: ·; RAD54 branch: -2; RAD52 inh: ·; PglD inh: 1; CASP6 VEID inh: ·; ARNT-TACC3 inh: 5; ERp5 inh: ·
CCC(C)[C@H](NC(=O)c1cc2cc(Cl)ccc2n1C)C(=O)N1CCC[C@H]1C(=O)O (some centres undefined) reads esBAF inh: 4; E-sel inducer: ·; RAD54 branch: -10; RAD52 inh: 0; PglD inh: -3; CASP6 VEID inh: -1; ARNT-TACC3 inh: 8; ERp5 inh: 0

The listing continues:
Results follow in this order: esBAF inh, E-sel inducer, RAD54 branch, RAD52 inh, PglD inh, CASP6 VEID inh, ARNT-TACC3 inh, ERp5 inh
COc1ccc(N(CC(=O)N2CCN(c3ccccc3F)CC2)S(=O)(=O)c2c(C)n[nH]c2C)cc1
    -1, 0.9, 2, -4, 4, 11, -10, 5
CO[C@@H]1CN(C)C(=O)c2ccc(NC(C)=O)cc2OC[C@H](C)N(C(=O)c2ccccc2F)C[C@@H]1C
    4, 0.0, 5, ·, 3, ·, 8, ·
Cc1cc(C)cc(OCc2nnc(SCC(=O)OC3CCCCC3)o2)c1
    0, ·, -6, -2, 3, 15, -4, -3
O=C(/C=C\Nc1ccccc1Br)c1ccc2c(c1)OCO2
    ·, ·, ·, -4, ·, 0, 1, -1
CC#CC(=O)N1CCC(CCC(=O)N(C)Cc2ccccc2)CC1
    -7, ·, 4, -5, 1, 0, -6, 4
Cc1ccc(S(=O)(=O)NCCCn2ccnc2)cc1
    ·, -0.8, ·, -7, ·, -8, 3, 2
CCC(=O)N1C[C@H](C)[C@H](OC)CN(C)C(=O)c2ccc(NC(=O)c3ccc(F)cc3)cc2OC[C@H]1C
    3, 0.4, 2, -3, 0, 0, -2, 3
CC(C(=O)N1CCN(Cc2ccccc2)CC1)n1ncn2cccc2c1=O (centres undefined)
    -3, 0.6, -6, -2, 2, -1, -1, -3
OCC1OC(n2ccc3c(NO)ncnc32)C(O)C1O (centres undefined)
    ·, 0.0, ·, -15, ·, 1, 24, -2
O=C(Nc1ccccc1O)c1csc2c1CCCC2
    ·, 0.0, -3, 6, 2, 2, -3, -2
Cc1ccc(S(=O)(=O)N(C)C[C@@H]2Oc3cc(C#CC4CCCC4)ccc3S(=O)(=O)N([C@H](C)CO)C[C@@H]2C)cc1
    1, -0.2, 4, -4, 1, -3, -4, 2
O=C(N[C@@H]1CC[C@@H](CCn2cc(C3(O)CCCC3)nn2)O[C@H]1CO)C1CCCC1
    -1, -0.2, -19, -7, -1, -3, -10, 7
CCOc1ccc(NC(=O)NC2(C(=O)NCc3ccco3)CCCCC2)cc1
    -1, ·, ·, -20, ·, -3, 2, 0
COc1ccc(NC(=O)Nc2ccc3c(c2)C(=O)N([C@@H](C)CO)C[C@H](C)[C@@H](CN(C)C(=O)Nc2c(C)noc2C)OCCCC[C@H](C)O3)cc1
    -3, 0.2, 3, 7, -2, 2, 5, 1
COCC(=O)Nc1ccc2c(c1)C(=O)N(C)C[C@H](OC)[C@@H](C)CN(C(=O)c1cccnc1)[C@@H](C)CO2
    -1, 0.2, -4, -38, -1, -2, -12, 1
Brc1ccc(CSc2nnc(-c3cccnc3)o2)cc1
    ·, ·, ·, -1, ·, 4, -6, 1
CN(C(=O)COC(=O)CNC(=O)C1CCCCC1)c1ccccc1
    1, ·, -2, 2, -1, 10, 3, 7
O=C(CSc1ccc2nnc(-c3cccnc3)n2n1)NCc1ccco1
    -10, -0.2, -1, -4, 0, 2, 3, 2
CC(=O)N1N=C(c2ccc(C(C)(C)C)cc2)OC1(C)C
    ·, ·, ·, 5, ·, 0, -5, -1
Fc1ccc(C(c2nnnn2Cc2ccccc2)N2CCSCC2)cc1 (centres undefined)
    -2, ·, -4, 3, 6, -1, 1, -1
